# Rab9 promoter act: activates the Rab9 promoter; Potency, µM (titrated, usually from 9.22 µM), without a hit: at the top dose activation, negative = inhibition, actives largely listed as activators; Huh7 Rab9 promoter-luciferase reporter, luminescence, 24 h; AID 485297; actives 2.8% (n = 320,000); note: % of control where 0% means no effect; nearly all actives have a fitted effect of over 60% in size
#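 Stable Rab9-luc Huh7, 1500 cells/well, 2 h settle; cmpd in DMSO, 24 h, 37 °C/5% CO2; luciferase reagent 10 min RT; luminescence.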
# MLL CXXC-DNA inh: blocks binding of human MLL CXXC domain to DNA. Potency, µM (top dose mostly 115 µM), for the others: top-dose activity change, negative = inhibition, actives largely listed as inhibitors. Q03164. actives 0.037% (n = 290,000). MLL-CXXC / FITC-HOXA9 DNA fluorescence polarization. AID 2662; active = well fitted inhibition curve with a large enough effect in the polarisation, with a control signal flat, not every such curve was filed as active; inconclusive = small, poorly fitted or top-dose-only effect, or effect the other way, or a change in a side signal; inactive = no such curve, though single readings can be large or run the other way; the % refers to the polarisation
#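 Fluorescence polarization: 7 uM MLL-CXXC (stock) preincubated 5 min with compounds, then 50 nM fluorescein-HOX-A9 DNA (stock) added; 30 min ambient. Buffer 50 mM Tris-HCl pH 7.5, 50 mM NaCl, 1 mM DTT, 0.05% BSA.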
# FLuc modulator: counter-screen for miR-21 project: firefly luciferase inhibitors or activators; P08659; purified FLuc, Km substrates, luminescence inhibition; Potency, µM (top dose mostly 57.5 µM), without a hit: at the top dose activity change, negative = inhibition, usual class: inhibitors; actives 6.9% (n = 360,000);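 note: plate controls were vehicle for no effect and reference inhibitor for full effect; nearly all actives have a fitted effect of over 55% in size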
# Target sequence (P08659 whole entry, looked up): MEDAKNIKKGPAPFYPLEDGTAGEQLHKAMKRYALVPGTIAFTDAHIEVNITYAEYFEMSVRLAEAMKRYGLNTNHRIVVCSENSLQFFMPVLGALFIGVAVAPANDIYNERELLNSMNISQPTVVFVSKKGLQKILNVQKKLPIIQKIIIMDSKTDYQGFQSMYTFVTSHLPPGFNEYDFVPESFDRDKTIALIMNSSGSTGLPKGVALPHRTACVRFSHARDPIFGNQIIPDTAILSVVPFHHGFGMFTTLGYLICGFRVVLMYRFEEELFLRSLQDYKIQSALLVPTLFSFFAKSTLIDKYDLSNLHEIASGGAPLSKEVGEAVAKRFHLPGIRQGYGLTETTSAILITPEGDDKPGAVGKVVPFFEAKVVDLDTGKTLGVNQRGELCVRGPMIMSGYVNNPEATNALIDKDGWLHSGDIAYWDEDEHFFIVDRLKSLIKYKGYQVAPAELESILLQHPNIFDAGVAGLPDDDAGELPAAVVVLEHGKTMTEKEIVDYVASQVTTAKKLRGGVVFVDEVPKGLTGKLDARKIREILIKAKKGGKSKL
#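 Purified P. pyralis luciferase (10nM final) with 10uM D-luciferin and 10uM ATP (Km levels) in 50mM Tris acetate pH 7.5, 10mM Mg acetate, 0.01% Tween-20, 0.05% BSA; qHTS 6-point titration, ~60 µM downward; luminescence read.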
# VP16 counter: counter-screen for ROR gamma inhibitors: Gal4-VP16 reporter; Drosophila S2 Gal4-VP16 UAS-luciferase, luminescence, 20 h; Potency, µM (series often up to 53.6 µM), inactives show top-dose activity, negative = inhibition, hits mostly inhibitors; actives 3.5% (n = 310,000);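 note: Gal4-VP16 expression switched on by copper sulfate through the metallothionein promoter; % is set by controls: 0 for no effect and ±100 for the full control effect; nearly all actives have a fitted effect of over 50% in size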
# uPA generation: cell surface uPA generation inhibition; actives 0.31% (n = 330,000); AID 540303; Potency, µM (doses to about 38.3 µM), for the others: at the highest dose activity change, negative = inhibition, most hits filed as inhibitors; cell surface uPA generation assay, qHTS; active = well fitted inhibition curve with a large enough effect; inconclusive = small, poorly fitted or top-dose-only effect; inactive = no such curve, though single readings can be large or run the other way; tested in mouse RAW 264.7 cells; note: % is set by controls: 0 for no effect and ±100 for the full control effect; nearly all actives have a fitted effect of over 55% in size
# BRCA1 expr up: BRCA1 expression activation; MCF7-BRCA1-FFLuc reporter, luminescence, 48 h; response scale: scaled: vehicle 0%, 10 µM genistein 100%; Potency, µM (highest dose often 46.1 µM), without a hit: at the highest dose activation, usual class: activators; actives 1.1% (n = 380,000); note: nearly all actives have a fitted effect of over 80% in size; some results filed as inactive show a strong effect at the top dose
#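 Compounds are tested at multiple concentrations on MCF7 BRCA1-luciferase reporter cells seeded at 2000 per well; after 48 h, a single luminescence end-point is taken and curves fitted to the normalized data.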
# p53 reactivator: mutant p53 re-activation in reporter cells; Potency, µM (highest dose often 92.2 µM), inactives show at the highest dose activity change, positive = activation, actives largely listed as activators; H1299 p53-A138V BP100-luciferase reporter, luminescence, 24 h; AID 504706; actives 0.063% (n = 320,000); note: % of control where 0% means no effect; nearly all actives have a fitted effect of over 45% in size
#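 p53-null H1299 cells stably carrying temperature-sensitive p53-A138V and a BP100-luciferase reporter were pinned with compounds (4-point, 1:5 series) and held 24 hrs at 37 deg C. Luminescence was read 10 min after detection reagent.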
# MBNL1 CUG block: MBNL1-poly(CUG) RNA binding inhibition; Q9NR56; TR-FRET MBNL1-His/biotin-(CUG)12 binding, 665/545 ratio; Potency, µM (highest dose often 57.5 µM), inactives show at the top dose activity change, negative = inhibition, hits mostly inhibitors; actives 0.036% (n = 280,000); active = well fitted inhibition curve with a large enough effect in the signal ratio, with a control signal flat, not every such curve was filed as active; inconclusive = small, poorly fitted or top-dose-only effect, or effect the other way, or a change in a side signal; inactive = no such curve, though single readings can be large or run the other way; the % refers to the signal ratio; note: % is set by controls: 0 for no effect and ±100 for the full control effect
# Target sequence (Q9NR56 whole entry, looked up): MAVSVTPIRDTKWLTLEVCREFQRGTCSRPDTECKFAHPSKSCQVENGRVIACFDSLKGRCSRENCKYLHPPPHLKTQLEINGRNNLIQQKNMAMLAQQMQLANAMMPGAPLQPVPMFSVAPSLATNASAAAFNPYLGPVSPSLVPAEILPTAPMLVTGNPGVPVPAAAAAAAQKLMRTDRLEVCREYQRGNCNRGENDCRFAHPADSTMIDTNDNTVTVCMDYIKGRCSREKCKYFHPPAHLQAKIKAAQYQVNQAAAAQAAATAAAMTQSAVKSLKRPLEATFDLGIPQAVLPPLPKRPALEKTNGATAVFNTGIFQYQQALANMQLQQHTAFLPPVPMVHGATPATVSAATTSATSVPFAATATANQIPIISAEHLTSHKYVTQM
#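 Compound titration spanned 92 nM–58 uM against the MBNL1-His/biotin-(CUG)12 complex. After 60 min at room temperature with 5 nM streptavidin-XL665 and 0.055 ng/ul terbium anti-His, ratiometric 665/545 nm emission (Ex 340 nm) normalized to controls.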
# ELG1 genotoxic: genotoxicity induction in ELG1-luciferase HEK293T cells; Potency, µM (highest dose often 46 µM), for inactives: top-dose activity change, positive = activation, usual class: activators; actives 1.3% (n = 330,000); HEK293T ELG1-luciferase reporter, luminescence, 16 h; AID 504466; note: % of control where 0% means no effect; nearly all actives have a fitted effect of over 60% in size
#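 DMSO vehicle served as control against compound-treated ELG1-luciferase HEK293T cells; exposure lasted 16 hr at 37 °C and 5% CO2, followed by ONE-Glo luminescence detection after 30 min.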
# RORg inh: inhibitors of mouse ROR gamma transcriptional activity. P51450. Drosophila S2 Gal4-RORgamma UAS-luciferase reporter, 20 h. Potency, µM (titrated, usually from 53.6 µM), without a hit: top-dose activity change, negative = inhibition, usual class: inhibitors. actives 5.4% (n = 310,000); note: % is set by controls: 0 for no effect and ±100 for the full control effect; nearly all actives have a fitted effect of over 60% in size
#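 In this cell-based reporter format, copper sulfate (700 uM final) drives Gal4–ROR gamma fusion expression from a metallothionein promoter in Drosophila Schneider cells; compounds preincubated 1 hr, reporter read after 20 hr at ambient temperature.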
# NPC1 promoter act: NPC1 promoter activation; Huh7 NPC1 promoter luciferase reporter, 24 h; Potency, µM (titrated, usually from 9.22 µM), without a hit: at the top dose activation, most hits filed as activators; actives 2.4% (n = 320,000);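 note: % of control where 0% means no effect; nearly all actives have a fitted effect of over 60% in size; reporter is driven by a mutant NPC1 promoter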
#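 Stably transfected Huh7 (NPC1 promoter→luciferase), 1500 cells/well in Opti-MEM + 10% FBS, 2 h settle, then compound 24 h at 37 °C. Luminescence after 10 min with Amplite reagent.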
# * hit, by the source's call; ? = inconclusive; / = not tested or not shown; & = joins results of further samples; [ ] = dose if it differs, or a comment. Unless noted, calls come from the whole dose curve; as a rule, active = well fitted curve in the direction sought with a large enough effect; inconclusive = small, poorly fitted or top-dose-only effect, or another doubt; inactive = no such curve, though single readings can be large; an effect the other way counts as inactive or inconclusive. Potency is the fitted concentration of half-maximal effect. An excerpt; count on the stated rates, not on these rows.
# The line under a structure holds: Rab9 promoter act	MLL CXXC-DNA inh	FLuc modulator	VP16 counter	uPA generation	BRCA1 expr up	p53 reactivator	MBNL1 CUG block	ELG1 genotoxic	RORg inh	NPC1 promoter act
- O=C(CSc1n[nH]c(=O)n1C1CC1)NCc1ccccc1
→ 0%	-5%	-3%	-2%	-2%	-2%	-3%	4%	0%	12%	0%
- O=C(COc1cccc(OC(F)F)c1)Nc1ccc(SC(F)F)cc1
→ -1%	0%	?	0%	2%	-22%	1%	-17%	-3%	19%	9%
- CC(C)c1ccc(CN(C(=O)c2cc3ccccc3oc2=O)C2CCS(=O)(=O)C2)cc1 (configuration not stated)
→ 16%	-3%	-13%&-19%	15%	/	3%	2%	1%	?	?	14%
- O=C(O)C1C2CCC(O2)C1C(=O)Nc1cnn(Cc2ccccc2)c1 (configuration not stated)
→ 12%	0%	0%	18%	/	27%	3%	-5%	-1%	15%	-1%
- CC(C)(C)NC(=O)c1ccc(C(=O)NC(C)(C)C)cc1
→ -14%	1%	1%	-2%	7%	-9%	-2%	?	1%	30%	3%
- COCCCNC(=O)c1ccc2c(c1)ncn2-c1ccc(C)cc1C
→ -2%	9%	7%	3%	6%	-1%	-7%	4%	-1%	-10%	-7%
- O=C(OCCN1CCCCC1)c1cc2ccccc2o1
→ 6%	-2%	?	4%	4%	6%	2%	-12%	3%	22%	4%
- CC(=O)c1cccc(OCc2cc(C(=O)N3C[C@H]4CC[C@H]3C4)no2)c1
→ 2µM*	-15%	9.5µM*	7%	5%	?	?	-4%	?	20%	2.5µM*
- CC(C)(CO)CNC(=O)CCc1nnc(C2(c3ccc(Cl)cc3)CCC2)o1
→ -6%	-8%	3%	-3%	0%	36%	4%	3%	-2%	29%	-1%
- O=C(CSc1nnc(-c2ccccc2)o1)NC1CCS(=O)(=O)C1 (configuration not stated)
→ 1%	0%	1%	2%	11%	3%	6%	-1%	3%	-30%	0%

# With a hit mark in NPC1 promoter act (from the list above):
Compound,Rab9 promoter act,MLL CXXC-DNA inh,uPA generation,p53 reactivator,RORg inh,NPC1 promoter act
CC(=O)c1cccc(OCc2cc(C(=O)N3C[C@H]4CC[C@H]3C4)no2)c1,2µM*,-15%,5%,?,20%,2.5µM*

# (cont.)
# The line under a structure holds: Rab9 promoter act	MLL CXXC-DNA inh	FLuc modulator	VP16 counter	uPA generation	BRCA1 expr up	p53 reactivator	MBNL1 CUG block	ELG1 genotoxic	RORg inh	NPC1 promoter act
- CC12CCC(C/C1=N/OC(=O)c1cccc([N+](=O)[O-])c1)C2(C)C (configuration not stated)
→ -1%	2%	-5%	1%[10 µM]	1%	1%	0%	?	0%	-9%	0%
- Cc1ccc(C(O)(C(=O)NNS(=O)(=O)c2ccc(C)cc2)c2ccc(C)cc2)cc1
→ -5%	-5%	-2%	-29%	2%	-9%	1%	-17%	-2%	19%	-3%
- COc1ccc(/C=C/C(=O)c2ccc3c(c2)OCO3)c(OC)c1
→ 2.8µM*	-5%	2.1µM*	-6%	?	?	?	21%	5.8µM*	-14%	3.2µM*
- O=C(CNC(=O)C12CC3CC(CC(C3)C1)C2)NCc1ccccc1
→ -10%	/	4%	/	2%	9%	8%	/	0%	/	-8%
- CCC(NS(=O)(=O)c1cnn(CC)c1)c1ccccc1 (configuration not stated)
→ 9%	7%	-3%	-1%[10 µM]	-4%	8%	3%	-1%	-1%	21%	-5%
- COc1ccccc1CNc1ccc2nnc(CCNC(=O)c3ccccc3)n2n1
→ -1%	-11%	-4%	-14%	9%	-12%	-6%	-4%	6%	-32%	0%
- O=C1/C(=C\c2cc(Br)cc(Br)c2O)SC(=S)N1Cc1ccccc1
→ -1%	27%	?	?	8%	-70%	1%	9%	-18%	13µM*	-1%
- Cc1ccnc2c1ccc1ccccc12
→ 13%	10%	17µM*	5%	5%	1%&14%	5%	-7%	2%	-18%	-6%
- Cc1ccc2c(CC(=O)NC3=NCCS3)coc2c1
→ 10%	0%	?	?	3%	39%	24%	-3%	?	?	1%
- COc1ccccc1-c1cc(C(F)(F)F)n2ncc(C(=O)N3CCc4ccccc4C3)c2n1
→ 6%	3%	2%	?	4%	-72%	-2%	-4%	0%	-89%	-2%
- CCCCn1c(=N)n(CCOc2ccc(C)cc2)c2ccccc21
→ -6%	-1%	5%	-6%	-8%	-89%[inhibitor]	-27%	-16%[11.5 µM]	-6%	30%	1%
- CC(C)(C)NC(=O)C(c1ccccc1)N(C(=O)CNC(=O)c1cccs1)c1cccnc1 (configuration not stated)
→ 3%	9%	1%	10%	5%	-8%	-1%	0%	-3%	3%	-2%
- O=C(NCCC(=O)N1CCN(S(=O)(=O)c2ccc(F)cc2)CC1)Nc1ccccc1
→ -5%	/	7%	/	11%	8%	?	/	1%	/	0%
- CN(CC(=O)Nc1cccc(Cl)c1)S(=O)(=O)c1ccc2c(c1)n(C)c(=O)c(=O)n2C
→ 15%	6%	1%	-2%	-27%	-2%	11%	11%	0%	1%	-4%
- O=C(NC(NC(=S)N1CCOCC1)C(Cl)(Cl)Cl)c1ccc(Cl)cc1 (configuration not stated)
→ -33%[inhibitor]	4%	2%	-1%	-3%	-13%	6%	?	-11%	?	-32%[inhibitor]
- CC(=O)N1N=C(c2ccncc2)OC12CCCCC2
→ -8%	-2%	4%	1%	3%	20%	-1%	-13%	7%	-25%	-3%
- COc1ccc(N(CC(=O)N2CCN(C)CC2)S(=O)(=O)c2ccccc2)cc1
→ 2%	9%	0%	2%	-2%	-8%	3%	-4%	-2%	-33%	-29%
- O=C(CS(=O)(=O)Cc1ccccc1)Nc1ccccn1
→ 0%	-8%	-2%	-2%	2%	-1%	4%	8%	2%	-9%	0%
- Cc1ccc(S(=O)(=O)Cc2ccc(C(=O)N3CCN(Cc4ccccc4)CC3)o2)cc1
→ -1%	-6%	0%	7%	/	/	1%	-14%	-23%	4%	7%
- COc1ccc(/C=C2\CCC(C3CCCC3)C2=O)cc1 (configuration not stated)
→ 3.5µM*	30%[activator]	0.48µM*	1%	2%	?	?	-3%	?	30%	4µM*

# Continued.
structure,Rab9 promoter act,MLL CXXC-DNA inh,FLuc modulator,VP16 counter,uPA generation,BRCA1 expr up,p53 reactivator,MBNL1 CUG block,ELG1 genotoxic,RORg inh,NPC1 promoter act
Cc1ccc(NC(=O)C2CCN(c3cnccn3)CC2)cc1,-3%,-8%,1%,3%,15%,-4%,-3%,3%,-4%,6%,-2%
Cc1ccc2cc(CN(Cc3ccco3)C(=O)c3cccs3)c(=O)[nH]c2c1,-12%,-2%,-6%,12%,-14%,-51%,/,-2%,/,20%,-34%[inhibitor]
COc1cc(O)ccc1C=O,-2%,-8%,-2%,0%,0%,-13%,-1%,-16%,0%,9%,-3%
COc1cccc(C2C(C#N)=C(N)Oc3c2oc(CO)cc3=O)c1OC (configuration not stated),11%,-3%,-3%,8%,0%,10%,?,?,2%,-17%,5%
O=C(NCCc1nc2ccccc2[nH]1)/C(=C/c1ccco1)NC(=O)c1ccc(Br)o1,1%,-1%,-1%,-10%,-3%,-13%,-19%,17%,1%,4%,-6%
CCOc1ccc(CCNC(=O)CS(=O)Cc2nc(-c3ccccc3C)oc2C)cc1OCC (configuration not stated),-2%,0%,0%,7%,6%,-19%,-2%,2%,-7%,-8%,-2%

# 3 compounds picked at random from those above:
structure,Rab9 promoter act,MLL CXXC-DNA inh,FLuc modulator,VP16 counter,uPA generation,BRCA1 expr up,p53 reactivator,MBNL1 CUG block,ELG1 genotoxic,RORg inh,NPC1 promoter act
Cc1ccc(NC(=O)C2CCN(c3cnccn3)CC2)cc1,-3%,-8%,1%,3%,15%,-4%,-3%,3%,-4%,6%,-2%
CCOc1ccc(CCNC(=O)CS(=O)Cc2nc(-c3ccccc3C)oc2C)cc1OCC (configuration not stated),-2%,0%,0%,7%,6%,-19%,-2%,2%,-7%,-8%,-2%
O=C(NCCc1nc2ccccc2[nH]1)/C(=C/c1ccco1)NC(=O)c1ccc(Br)o1,1%,-1%,-1%,-10%,-3%,-13%,-19%,17%,1%,4%,-6%

# Screening results as filed in PubChem BioAssay.
